D1 agonist = Allosteric Agonists of the Human D1 Dopamine Receptor: qHTS. D(1A) dopamine receptor (Homo sapiens), P21728. HEK293 T-REx D1 cells, calcium flux, agonist mode. activation, % at 2 µM. 1% of 360,000 active; in the data active means activation above about 30%; further: 0% is about no effect
Target sequence (P21728 whole entry, looked up): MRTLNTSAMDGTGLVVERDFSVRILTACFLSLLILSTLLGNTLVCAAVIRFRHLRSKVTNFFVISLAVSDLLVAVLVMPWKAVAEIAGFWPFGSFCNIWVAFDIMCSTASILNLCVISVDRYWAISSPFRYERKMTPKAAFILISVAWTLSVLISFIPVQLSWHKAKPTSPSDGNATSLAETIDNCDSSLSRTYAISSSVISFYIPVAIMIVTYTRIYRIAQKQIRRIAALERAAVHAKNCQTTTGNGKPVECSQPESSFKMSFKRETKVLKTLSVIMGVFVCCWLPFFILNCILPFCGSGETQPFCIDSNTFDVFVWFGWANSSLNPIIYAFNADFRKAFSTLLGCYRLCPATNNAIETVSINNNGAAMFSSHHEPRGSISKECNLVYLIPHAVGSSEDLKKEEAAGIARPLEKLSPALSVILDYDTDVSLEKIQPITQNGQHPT
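Tetracycline-induced HEK293 TREx D1 cells, force-coupled to calcium signalling, were dye-loaded with a no-wash calcium kit. Compound was pin-added after a 10 s baseline. Fluorescence was read kinetically at 1 cycle/s for 180 s, with calcium rises flagged as agonism.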
D1 antag = Antagonist of Human D 1 Dopamine Receptor: qHTS; D(1A) dopamine receptor (Homo sapiens), P21728; HEK293 TREx D1 cells, calcium flux, dopamine EC80; stronger effect = lower value; activity change, negative = inhibition, % at 10 µM; 3.2% of 360,000 active; in the data active means activity change below about -30%; further: on the % scale 0 is the no-effect control and ±100 the full control effect
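Tetracycline-induced HEK293 Trex D1 cells, force-coupled to calcium, dye-loaded; compounds added and read 180 s, then EC80 dopamine added and calcium flux tracked kinetically another 180 s.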
RXFP1 antag = qHTS Assay for Antagonists of the Relaxin Receptor RXFP1 | activity change, negative = inhibition, % at 57.5 µM | HEK293-RXFP1, relaxin-stimulated cAMP HTRF, 30 min; stronger effect = lower value | Relaxin receptor 1 (Homo sapiens), Q9HBX9 | 0.59% of 350,000 active;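 active means activity change of -60% or lower, but not beyond a set lower limit; inconclusive means change between -60% and -40%, or beyond the set limit; inactive means change above -40%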; further: on the % scale 0 is the no-effect control and ±100 the full control effect
RXFP1 agonist = qHTS Assay for Agonists of the Relaxin Receptor RXFP1. Relaxin receptor 1 (Homo sapiens), Q9HBX9. HEK293T-RXFP1 cAMP TR-FRET, 30 min; response scale: percent of porcine relaxin response, buffer zero. Potency, µM (doses to about 57.5 µM), without a hit: at the highest dose activation, hits mostly activators. 0.3% of 370,000 active; further: potency means the concentration at half of the fitted maximal effect; on the % scale 0 is the no-effect control and ±100 the full control effect; nearly all actives have a fitted effect of over 60% in size; many of its hits are not listed in these tables
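Agonist response is measured as cAMP accumulation in an RXFP1-transfected HEK293T line under PDE4 inhibition. Values are scaled between buffer-only and 29 nM porcine relaxin, and EC50s come from standard Hill equation fits.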
D1 PAM = Potentiators of Human D1 Dopamine Receptor: qHTS; HEK293 TREx D1 cells, calcium flux, dopamine EC20 potentiation; AID 504651, 2011; D(1A) dopamine receptor (Homo sapiens), P21728; potentiation, % at 10 µM; 0.036% of 360,000 active; in the data active means potentiation above about 30%; further: 0% is about no effect
TRHR agonist = qHTS for Small Molecule Agonists and Allosteric Enhancers of Human TRH Receptor: Primary Screen for Agonists | Thyrotropin-releasing hormone receptor (Homo sapiens), P34981 | TRHR cells, calcium flux fluo-8, FDSS agonist mode | activation, % at 2 µM | 0.18% of 360,000 active; in the data active means activation above about 30%; further: 0% is about no effect
Target sequence (P34981 whole entry, looked up): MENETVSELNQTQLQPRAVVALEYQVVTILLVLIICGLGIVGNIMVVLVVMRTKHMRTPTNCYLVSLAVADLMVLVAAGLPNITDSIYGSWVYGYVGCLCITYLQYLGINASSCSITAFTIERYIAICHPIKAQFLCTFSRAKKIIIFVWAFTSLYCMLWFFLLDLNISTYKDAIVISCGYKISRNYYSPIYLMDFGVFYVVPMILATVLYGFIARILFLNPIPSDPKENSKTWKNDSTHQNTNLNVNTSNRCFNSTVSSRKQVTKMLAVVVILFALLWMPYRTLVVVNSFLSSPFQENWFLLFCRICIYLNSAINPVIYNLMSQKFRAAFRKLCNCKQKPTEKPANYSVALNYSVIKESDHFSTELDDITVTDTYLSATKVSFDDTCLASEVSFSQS
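Steps: seed TRHR cells overnight; add fluo-8 no-wash Ca dye, RT 30 min–1.5 h; record 10 s baseline; pin-transfer compounds; monitor fluorescence 1 cycle/s for the agonist window. Calcium increases flag candidate agonists.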
TRHR enhancer = qHTS for Small Molecule Agonists and Allosteric Enhancers of Human TRH Receptor: Primary Screen for Enhancers; Thyrotropin-releasing hormone receptor (Homo sapiens), P34981; TRHR cells, fluo-8 calcium fluorescence, EC20 TRH enhancement; enhancement, % at 2 µM; 0.66% of 360,000 active; AID 493056, 2011; in the data active means enhancement above about 30%; further: 0% is about no effect
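TRHR-expressing cells loaded with fluo-8 calcium dye were read kinetically (ex 480/em 530) during compound addition, then stimulated with an EC20 of TRH (10 nM final). Enhancement of the Gq-mediated intracellular calcium response was scored.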
Apoferritin bind = qHTS Assay for Identification of Novel General Anesthetics; Ferritin light chain (Equus caballus), P02791; apoferritin/1-aminoanthracene competitive binding, fluorescence; Potency, µM (series often up to 77.5 µM), inactives show at the highest dose activity change, negative = displacement, hits mostly inhibitors; 0.074% of 350,000 active; further: potency means the concentration at half of the fitted maximal effect; on the % scale 0 is the no-effect control and ±100 the full control effect; nearly all actives have a fitted effect of over 20% in size
Target sequence (P02791 2-175 limits assumed): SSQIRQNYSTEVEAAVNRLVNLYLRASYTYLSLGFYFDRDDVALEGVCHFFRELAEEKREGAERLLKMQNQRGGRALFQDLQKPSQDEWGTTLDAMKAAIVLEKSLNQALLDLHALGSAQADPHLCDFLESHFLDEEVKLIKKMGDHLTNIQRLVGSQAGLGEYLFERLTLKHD
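Concentration-response curves derived by four-parameter Hill fitting of normalized fluorescence, where compounds displaced 1-AMA from 10 uM horse apoferritin following a brief 10 min room-temperature incubation; propofol titration acted as positive control.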
D2 potentiator = HTS Assay for Positive Allosteric Modulators of the Human D2 Dopamine Receptor: Primary Screen for Potentiators | D(2) dopamine receptor (Homo sapiens), P14416 | HEK293 T-REx D2, calcium flux, EC20 dopamine potentiation | potentiation, % at 10 µM | 0.34% of 340,000 active | AID 485347, 2010;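 active means potentiation over 3 SD above the plate norm, cut at about 30% in these data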; further: 0% is about no effect
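Primary screen. Calcium kinetics in induced HEK293 T-REx D2 cells: compound pre-addition 180 s, EC20 dopamine, 180 s more.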
* = called active by the depositor; ? = inconclusive; · = not tested or not shown; & = joins results of further samples; [ ] = dose if it differs, or a comment. Unless noted, the call rests on the fitted dose curve; in most records, active means well fitted curve in the direction sought with a large enough effect; inconclusive means small, poorly fitted or top-dose-only effect, or another doubt; inactive means no such curve, though single readings can be large; an effect the other way counts as inactive or inconclusive. Not all compounds are listed. The share of hits here may be higher or lower than overall.

Compound	D1 agonist	D1 antag	RXFP1 antag	RXFP1 agonist	D1 PAM	TRHR agonist	TRHR enhancer	Apoferritin bind	D2 potentiator
O=C(CSc1cn(CC(=O)N2CCCCC2)c2ccccc12)Nc1ccccc1F	6.9	-15.2	-10.5	-0.3%	-6.1	-0.1	-8.8	1.7%	-7.3
COc1ccccc1N1CCN(C(=O)c2c(-c3ccccc3)noc2C)CC1	3.3	-2.1	-2.1	-0.2%	-0.2	-0.4	-0.7	-5.7%	-1.9
CCN(CC(=O)Nc1ccc(OC)cc1)C(=O)COc1cccc2c1OC(C)(C)C2	-0.5	1.4	·	0.6%	1.4	0.0	-2.8	·	-8.6
COc1ccc(NS(=O)(=O)c2cccc(C(=O)N/N=C/c3ccc4c(c3)OCCO4)c2)cc1	1.9	-14.7	-2.8	-0.9%	1.6	0.6	1.3	-14.5%	-0.8
Cn1c(=O)oc2cc(S(=O)(=O)CCC(=O)N3CCN(c4ccccc4)CC3)ccc21	1.0&-0.7	-5.9&1.6	25.5&7.0	0.3%&-5.4%	0.6&-3.1	-0.1&0.7	-0.8&-3.7	-2.4%&-5.4%	8.1&-3.8
Cc1ccc(C(c2nnnn2CC2CCCO2)N2CCN(C(=O)c3ccco3)CC2)cc1 (centres undefined)	3.3	-6.0	-2.6	-2.2%	-1.4	0.4	-2.7	-11.0%	9.3
Cc1cc(=O)oc2cc(OCC(=O)OCC(=O)N(C)C3CCS(=O)(=O)C3)ccc12 (centres undefined)	1.7	4.0	-0.9	0.8%	3.6	0.4	4.6	39.2%	5.2
O=C(CN1CCC(C(O)(c2ccccc2)c2ccccc2)CC1)Nc1cc(Cl)ccc1Cl	-0.5	-4.9	-19.3	0.3%	-0.2	0.1	-2.6	-2.4%	10.6
Cc1ccc(OCCNC(=O)c2ccccc2SCC(=O)N2CCCC2)cc1	0.1	-1.9	-12.8	2.3%	-1.9	-0.7	1.5	·	·
O=C(COc1ccc(Cl)cc1)NCCSc1ccccc1	0.3	13.0	-5.9	0.1%	-7.2	-0.6	0.0	-21.7%	2.1
O=C(COc1ccc(Br)cc1)Nc1ccc2oc(=O)ccc2c1	1.9	-5.6	-5.4	8.7%	-2.7	-0.6	8.4	-1.1%	4.6
Cc1ccc2nc(N(CCCN(C)C)C(=O)c3ccco3)sc2c1	2.5&14.7	20.6&-16.1	-8.7&-23.4	3.8%&-0.1%	-4.0&-4.0	1.0&2.4	-3.9&-3.2	-7.0%&6.9%	-22.8&-9.1
CC1CCCCN1C(=O)CSc1nc2ccsc2c(=O)n1Cc1ccccn1 (centres undefined)	1.7	13.0	1.5	0.9%	1.6	0.5	1.4	-8.5%	8.6
O=C(O)C1CCCCN1C(=O)c1ccc(S(=O)(=O)N2CCCCCC2)cc1 (centres undefined)	3.8	3.3	-7.8	-0.2%	-7.5	1.6	0.6	·	5.1
C[C@]12CCC(=O)CC1=CCC1C3CC=C(C#N)[C@@]3(C)CC[C@@]12O (some centres undefined)	3.3	-2.1	-0.1	-0.1%	-2.5	0.4	1.6	-10.9%	·
CC1CCCC(NS(=O)(=O)c2cccc3nsnc23)C1C (centres undefined)	1.6	12.3	5.6	1.0%	-10.6	-0.8	10.7	?	-5.0
C/C(=N\N1CCN(C)CC1)c1ccc(OC(F)F)cc1	1.7	-11.7	2.4	3.7%	-4.6	-0.1	0.3	-8.3%	-1.4
CCCCNC(=O)CCNS(=O)(=O)c1ccc(C)cc1	0.2	0.6	-13.0	-1.0%	-0.8	-0.3	2.3	-6.6%	8.0
CC(=O)N1CCOc2ccc(S(=O)(=O)N(C)c3ccc(C)cc3)cc21	0.2	-2.6	-8.1	-1.1%	1.6	-0.2	1.5	-2.4%	6.9
CCS(=O)(=O)C(=C1NCCO1)S(=O)(=O)CC	1.2	14.4	-7.8	-0.9%	-1.6	0.5	3.4	-5.1%	11.1
CCc1ccc(NC(=O)CCc2c(C)nc3nc(-c4cc(OC)cc(OC)c4)nn3c2C)cc1	2.4	-10.3	·	-1.0%	-2.6	-0.2	10.2	34.6%[activator]	-12.6
Cc1ccc(F)c(NC(=O)CCOc2ccccc2C)c1	0.9	-5.8	9.1	1.0%	1.3	-0.3	-0.2	-17.2%	-1.4
COc1ccc2sc(-c3ccc(SC)cc3)c(C#CC(C)(C)O)c2c1	0.8	·	·	2.7%	2.6	-0.3	3.5	·	9.8
O=c1c2ccccc2nc(SCc2cn3ccsc3n2)n1-c1ccc(F)cc1	3.6	15.9	7.1	3.1%	-5.5	0.9	2.8	-3.6%	-1.5
COc1ccc(NS(=O)(=O)c2cccc(C(=O)N/N=C(\C)c3cccnc3)c2)cc1	3.4	14.5	-2.4	1.5%	-8.8	-0.2	25.0	·	0.7
O=S(=O)(c1ccc(Cl)cc1)c1nc(-c2ccccc2)oc1N1CCN(c2ccccc2)CC1	1.0	2.3	·	0.6%	-1.7	-1.1	9.0	-6.7%	13.8
CCn1cnc2c(cnn2-c2ccccc2)c1=O	2.4	-4.1	-1.1	2.8%	1.8	0.2	-9.9	-9.5%	-8.7
CC1=C(c2ccc(C(C)C)cc2)S(=O)(=O)N=C1N1CCC(C(=O)NCc2ccc(C)o2)CC1	7.1	-10.7	-33.3	?	-1.1	-0.1	-0.4	?	7.6
Cc1noc(C(=O)Nc2cc(Cl)ccc2O)c1Cl	11.8	-9.9	2.9	2.8%	-6.8	0.9	-17.4	-6.0%	4.0
O=C(c1cnc2n(c1=O)CCS2)N1CCN(c2ccccc2Cl)CC1	1.7	9.9	·	-1.8%	-1.6	0.0	0.6	-4.7%	7.0
Cc1cccc(N2C(=O)CC(N3CCN(c4ccccn4)CC3)C2=O)c1 (centres undefined)	2.6	9.3	19.3	-0.6%	4.5	-0.3	3.8	-5.0%	13.0
COc1cccc(O[C@@H]2O[C@@H]3COC(C)(C)O[C@H]3[C@H](O)[C@H]2NC(C)=O)c1	1.8	-0.7	-16.3	1.0%	-0.2	0.7	-3.0	7.8%	-1.7
CC(=O)c1ccc(N2CCN(S(=O)(=O)c3ccc(-c4cc(C(F)(F)F)on4)s3)CC2)cc1	0.6	-30.8*	1.7	-0.2%	-3.8	0.2	1.6	-6.2%	-0.3
CCOC(=O)c1sc(NC(=O)Nc2ccc(Cl)cc2)cc1C	29.5	-57.9*	-19.5	-1.3%	-10.5	2.3	-16.6	1.1%	2.5
CC(C)C(=O)N1CCC(CN=Cc2c(O)n(C3CCCCC3)c(=O)n(C3CCCCC3)c2=O)CC1	4.7	16.3	10.3	0.7%	0.7	0.7	-8.1	-17.5%	0.8
CCOC(=O)N1CCN(S(=O)(=O)c2ccc(Br)s2)CC1	2.8	-4.9	-5.6	1.0%	-2.0	0.1	0.9	-7.7%	·
C#CCOCCOCCOCCNc1nc(N2CCN(C(=O)C(Cc3cc4ccccc4[nH]3)n3cc(C(N)C(C)CC)nn3)CC2)nc(N2CCN(C(=O)C(Cc3cc4ccccc4[nH]3)n3cc(C(N)C(C)CC)nn3)CC2)n1 (centres undefined)	0.9	-11.2	·	0.8%	-0.1	-0.7	4.6	-4.5%	10.4
Cc1cc(C(=O)CN2C(=O)NC3(CCCCC3)C2=O)c(C)n1C	1.3	0.9	0.1	-1.3%	1.0	-0.1	0.6	-11.3%	2.9
Cc1nnc(SCc2ccccc2)[nH]c1=O	2.1	-12.6	-12.5	1.8%	-3.9	-1.8	19.1	-1.1%	2.2
Cc1ccc2nc3c(cc(C#N)c(=O)n3-c3nnc(SCc4ccccc4)s3)c(=O)n2c1	28.5	-5.9	-3.1	?	-2.4	3.7	1.2	-11.4%	-1.8

3 compounds out of the list above, sorted by their value in D2 potentiator, smallest number first:
compound | D1 agonist | D1 antag | RXFP1 antag | RXFP1 agonist | D1 PAM | TRHR enhancer | D2 potentiator
Cc1noc(C(=O)Nc2cc(Cl)ccc2O)c1Cl | 11.8 | -9.9 | 2.9 | 2.8% | -6.8 | -17.4 | 4.0
O=C(c1cnc2n(c1=O)CCS2)N1CCN(c2ccccc2Cl)CC1 | 1.7 | 9.9 | · | -1.8% | -1.6 | 0.6 | 7.0
Cc1cccc(N2C(=O)CC(N3CCN(c4ccccn4)CC3)C2=O)c1 (centres undefined) | 2.6 | 9.3 | 19.3 | -0.6% | 4.5 | 3.8 | 13.0

Next compounds:
Compound	D1 agonist	D1 antag	RXFP1 antag	RXFP1 agonist	D1 PAM	TRHR agonist	TRHR enhancer	Apoferritin bind	D2 potentiator
CCNC(=O)NC(=O)C(C)OC(=O)CNS(=O)(=O)c1c(Cl)cc(Br)cc1Cl (centres undefined)	-0.3	0.4	-0.8	4.3%	-8.2	0.0	3.1	-9.6%	5.1
OC(COCC1COc2ccccc2O1)CN1CCN(c2ccccc2)CC1 (centres undefined)	3.0	1.6	-14.1	0.7%	-0.1	0.1	-0.4	-10.3%	-12.4
O=C(CCCN1C(=O)C(c2ccccc2)Oc2cccnc21)Nc1ccccc1C(F)(F)F (centres undefined)	20.7	-9.2	·	3.0%	-3.4	1.7	-4.7	0.0%	2.7
NS(=O)(=O)c1ccc(CCNC(=O)C2COc3ccccc3C2)cc1 (centres undefined)	0.8	15.0	-25.4	-1.6%	-2.0	0.4	4.0	-7.0%	-0.6
CC1=C(Cl)C2=NS(=O)(=O)CCN2C=C1Cl	1.1	3.1	-1.7	8.9%	-1.9	1.0	-0.3	-8.6%	-2.2
COc1cccc(NC(=O)COc2nc3ccccc3nc2C)c1	3.2	-8.0	-11.7	5.9%	3.5	0.4	3.5	-10.9%	7.1
COc1ccc(S(=O)(=O)N2CCN(c3ccc(C)cc3C)CC2)cc1OC	-1.9	-2.9	-17.5	2.8%	1.4	-0.2	-2.9	6.5%	0.9
Cc1[nH]c(=O)[nH]c(=O)c1S(=O)(=O)N1CCCC(C(=O)N2CCC(Cc3ccccc3)CC2)C1 (centres undefined)	-1.6	0.0	1.9	-0.4%	-1.6	0.3	-1.2	-10.9%	8.7

Screening results as filed in PubChem.
